TSG101-PTAP inh – blocks PTAP/TSG101 interaction to inhibit HIV-1 budding | Potency, µM (top dose mostly 115 µM), for inactives: at the top dose activity change, negative = inhibition, actives largely listed as inhibitors | Q99816 | 340,000 tested, under 10 active | Fluorescence polarization, FITC-PTAP peptide / Tsg101 binding | AID 493005; active = well fitted inhibition curve with a large enough effect in the main read-out, with a control signal flat, not every such curve was filed as active; inconclusive = small, poorly fitted or top-dose-only effect, or effect the other way, or a change in a side signal; inactive = no such curve, though single readings can be large or run the other way; also: potency is read from the fitted curve at half-maximal effect; % of control where 0% means no effect
Target sequence (Q99816 whole entry, looked up): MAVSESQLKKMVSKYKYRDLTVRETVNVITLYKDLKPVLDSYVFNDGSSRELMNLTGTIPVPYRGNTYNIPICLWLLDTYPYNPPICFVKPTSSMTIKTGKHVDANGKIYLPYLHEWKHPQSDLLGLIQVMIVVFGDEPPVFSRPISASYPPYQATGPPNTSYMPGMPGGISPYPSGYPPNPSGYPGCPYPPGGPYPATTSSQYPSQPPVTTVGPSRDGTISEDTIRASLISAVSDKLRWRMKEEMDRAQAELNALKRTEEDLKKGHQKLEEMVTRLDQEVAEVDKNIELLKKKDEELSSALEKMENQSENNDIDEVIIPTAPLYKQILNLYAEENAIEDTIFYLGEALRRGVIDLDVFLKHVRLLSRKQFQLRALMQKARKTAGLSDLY
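Fluorescence polarization binding of Tsg101 binding domain (10 uM final) to FITC-labeled PTAP peptide (50 nM final) in HEPES pH 7.5 buffer with NaCl, Tween 20, EDTA, TCEP. Compounds added before peptide; binding 20 min at RT.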
B2AR arrestin – agonists driving beta-arrestin recruitment to human beta2-adrenergic receptor | P07550 | beta-arrestin recruitment to beta2AR, cell-based reporter | Potency, µM (doses to about 46.1 µM), for inactives: top-dose activation, usual class: activators | 0.02% of 330,000 active | AID 492947;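 also: potency is read from the fitted curve at half-maximal effect; 0% = DMSO controls and full agonism = EC100 isoproterenol or metaproterenol; nearly all actives have a fitted effect of over 65% in size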
Target sequence (P07550 whole entry, looked up): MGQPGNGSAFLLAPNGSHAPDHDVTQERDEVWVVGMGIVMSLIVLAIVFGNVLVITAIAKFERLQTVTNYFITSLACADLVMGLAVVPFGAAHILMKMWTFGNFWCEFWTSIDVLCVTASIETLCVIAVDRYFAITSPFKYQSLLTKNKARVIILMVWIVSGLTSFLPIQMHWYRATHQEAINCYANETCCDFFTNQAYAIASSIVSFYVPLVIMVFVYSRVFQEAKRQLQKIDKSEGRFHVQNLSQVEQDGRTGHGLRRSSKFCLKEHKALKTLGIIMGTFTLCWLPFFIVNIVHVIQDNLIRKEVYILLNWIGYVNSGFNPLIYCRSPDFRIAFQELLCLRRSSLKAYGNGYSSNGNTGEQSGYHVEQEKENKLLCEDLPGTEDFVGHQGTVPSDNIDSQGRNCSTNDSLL
MLL CXXC-DNA inh – MLL CXXC-DNA interaction inhibition. Q03164. MLL-CXXC / FITC-HOXA9 DNA fluorescence polarization. Potency, µM (titrated, usually from 115 µM), without a hit: at the highest dose activity change, negative = inhibition, actives largely listed as inhibitors. 0.037% of 290,000 active. AID 2662; active = well fitted inhibition curve with a large enough effect in the polarisation, with a control signal flat, not every such curve was filed as active; inconclusive = small, poorly fitted or top-dose-only effect, or effect the other way, or a change in a side signal; inactive = no such curve, though single readings can be large or run the other way; the % refers to the polarisation; also: potency is read from the fitted curve at half-maximal effect
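Fluorescence polarization: 7 uM MLL-CXXC (stock) preincubated 5 min with compounds, then 50 nM fluorescein-HOX-A9 DNA (stock) added; 30 min ambient. Buffer 50 mM Tris-HCl pH 7.5, 50 mM NaCl, 1 mM DTT, 0.05% BSA.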
ELG1 DNA repair – ELG1-dependent DNA repair inhibition; AID 504467; Potency, µM (highest dose often 46.1 µM), for the others: at the top dose activity change, negative = inhibition, most hits filed as inhibitors; HEK293T ELG1-luciferase reporter, luminescence, 16 h; DNA damage induced by 5-fluorouridine; 2.3% of 330,000 active; also: potency is read from the fitted curve at half-maximal effect; % is scaled to controls: 0 for no effect and ±100 for the full control effect; nearly all actives have a fitted effect of over 55% in size
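Step one: seed 2,000 cells per well. Step two: pin-transfer compound or DMSO alongside 5-fluorouridine. Step three: incubate 16 hr, 37 °C, 5% CO2. Step four: add ONE-Glo, wait 30 min, read luminescence.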
TCR activator – T cell receptor activation | 330,000 tested, under 10 active | Potency, µM (titrated, usually from 9.22 µM), without a hit: at the top dose activation of IL-2 secretion, most hits filed as activators | primary human leukocytes, anti-CD3, IL-2 HTRF, 48 h; also: % of control where 0% means no effect
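1) Mix primary human leukocytes, a-CD3 beads and compound. 2) Incubate 48 hr. 3) Add HTRF IL-2 reagents (a-IL-2-K, a-IL-2-d2).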
TRPV1 agonist – agonists of human vanilloid receptor 1 (TRPV1); activation, % at 8.33 µM; Q8NER1; TRPV1-expressing cells, Fluo-8 calcium influx, agonist mode; AID 540275; 0.19% of 320,000 active; in the data active = activation above about 80%; inconclusive = between about 30% and that limit; also: 0% is about no effect
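TRPV1-expressing cells were cultured overnight at 35.5C and loaded with Fluo-8 calcium dye for 40 to 90 min at room temperature. After a 10 s baseline, compound was added and calcium influx was read kinetically for 3 min (ex 480/em 520 nm).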
p53 reactivation – restores transcriptional activity of mutant p53. H1299 p53-A138V BP100-luciferase reporter, luminescence, 24 h. Potency, µM (highest dose often 92.2 µM), inactives show at the highest dose activity change, positive = activation, usual class: activators. 0.063% of 320,000 active. AID 504706; also: potency is read from the fitted curve at half-maximal effect; % of control where 0% means no effect; nearly all actives have a fitted effect of over 45% in size
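H1299 (p53-null), stable ts p53-A138V + BP100-Luc; 1000 cells/well, Opti-MEM/10% FBS; cpd 4 pt, 1:5; 24 h, 37 deg C, 5% CO2; detection reagent 10 min RT; luminescence.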
A-T KAP1 phos – potential ataxia-telangiectasia treatment; AID 485349; Potency, µM (series often up to 57.5 µM), inactives show at the top dose activation, hits mostly activators; […] A-T fibroblasts, KAP-1 phosphorylation AlphaLISA; neocarzinostatin DNA damage 30 min before lysis; 0.19% of 320,000 active; also: potency is read from the fitted curve at half-maximal effect; % of control where 0% means no effect; nearly all actives have a fitted effect of over 45% in size
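ATM-like activity read as KAP-1 phosphorylation via AlphaLISA donor/acceptor antibody pairs after lysis and 6 hr at 25C. Cells were ATM-null patient fibroblasts ([…], hTERT), dosed 60 min, then exposed to the DSB inducer NCS for 30 min.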
a7 integrin act – integrin-mediated muscular dystrophy alleviation activation. alpha7betagal myoblasts, beta-gal FDG fluorescence, 48 h. Potency, µM (top dose mostly 38.3 µM), for the others: at the top dose activation, usual class: activators. 0.064% of 350,000 active;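 also: potency is read from the fitted curve at half-maximal effect; 100% = response of the positive control SU9516; nearly all actives have a fitted effect of over 60% in size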
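alpha7betagal+/- myoblasts (passage 13, 250/well) treated 48 h at 37C with compounds at 1:260 dilution of DMSO stock. Lysed, then beta-galactosidase activity read as FDG fluorescence (ex 480/em 540) after 30 min, with pre-read for autofluorescence.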
BRCA1 expr act – increases BRCA1 expression; MCF7-BRCA1-FFLuc reporter, luminescence, 48 h; response scale: scaled: vehicle 0%, 10 µM genistein 100%; Potency, µM (top dose mostly 46.1 µM), inactives show at the top dose activation, most hits filed as activators; 1.1% of 380,000 active; also: potency is read from the fitted curve at half-maximal effect; nearly all actives have a fitted effect of over 80% in size; some results filed as inactive show a strong effect at the top dose
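First, MCF7-BRCA1-FFLuc cells (2000/well) attach for 2 h; next, compounds are pin-added and incubated 48 h at 37 °C; finally, luciferase reagent is added and luminescence read after 15 min.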
An asterisk follows results filed as active; ? = inconclusive; nt = no result given; [ ] = another dose, or the depositor's remark. Unless noted, calls follow the shape of the dose curve; as a rule, active = well fitted curve in the direction sought with a large enough effect; inconclusive = small, poorly fitted or top-dose-only effect, or another doubt; inactive = no such curve, though single readings can be large; an effect the other way counts as inactive or inconclusive.

molecule | p53 reactivation | B2AR arrestin | TRPV1 agonist | TCR activator | ELG1 DNA repair | A-T KAP1 phos | MLL CXXC-DNA inh | TSG101-PTAP inh | a7 integrin act | BRCA1 expr act
CCCC(=O)Nc1sc(C)c(-c2ccc(C(C)CC)cc2)c1C#N (stereo unspecified) | -4% | -1.1% | nt | -4% | 3% | 17% | 3% | -1% | 2% | -31%
Cc1cccc2nc(CNC(=O)C3CCC(=O)N(Cc4ccccc4F)C3)cn12 (stereo unspecified) | 6% | -1.1% | 0 | -5% | 16% | 1% | 9% | -7% | -18% | -4%
O=[N+]([O-])c1cccc(-c2nc(-c3ccccn3)no2)c1 | -11% | -0.1% | 8 | -1% | ? | -5% | 0% | -4% | 22% | -9%
Cc1cccnc1NC(=O)C1CCN(S(=O)(=O)c2c(C)noc2/C=C/c2ccco2)CC1 | -9% | -0.3% | -1 | -5% | -23% | 0% | 2% | -1% | -10% | -21%
O=C(NCCNC1CCN(Cc2ccccc2)CC1)c1cccs1 | -3% | -0.1% | 2 | nt | -3% | nt | 5% | nt | nt | nt
O=C(CNC(=O)C1COc2ccccc2O1)Nc1cc(Cl)ccc1Cl (stereo unspecified) | 7% | -0.4% | 1 | 3% | ? | 6% | nt | -7% | 1% | -27%
COCc1cc(=O)[nH]c(N2CCN(Cc3ccc4c(c3)OCO4)CC2)n1 | -2% | 0.3% | 0 | 2% | -7% | -12% | 0% | -1% | 7% | 3%
Cc1ccc(C(=O)NC(=S)Nc2ccccc2N2CCOCC2)cc1C | -1% | -0.4% | 23 | -10% | 6% | 3% | 15% | 4% | -25% | -59%
COc1ccc(F)c(CN2CCC(CO)(Cc3cccc(C(F)(F)F)c3)CC2)c1 | 0% | 0.6% | 28 | 4% | -11% | 5% | -12% | 4% | -31% | -47%
CS(=O)(=O)c1nc(S(=O)(=O)c2ccc(Cl)cc2)c(NCc2ccccn2)s1 | 0% | -0.1% | 0 | 10% | 11% | 2% | -4% | -1% | 12% | -9%
CN(C)CCCn1c(SCC(=O)N2c3ccccc3Sc3ccccc32)nc2ccccc2c1=O | -46%[inhibitor] | -0.9% | 4 | 3%[46.1 µM] | ? | -5% | 22% | -5% | -61%[inhibitor] | -99%[inhibitor]
COc1ccc(NC2=C(NC(C)=O)C(=O)c3ccccc3C2=O)cc1 | 5% | -0.5% | -1 | 4% | -21% | -4% | 21% | 0% | ? | -39%
COc1ccc(N(CC(=O)N2CCCC2)S(=O)(=O)c2ccc(NC(C)=O)cc2)cc1 | -7% | 0.0% | 3 | 2% | 16% | 6% | 3% | -3% | -6% | -8%
Cc1ccc(C)c(NC(=O)C(=O)NCc2ccccn2)c1 | -6% | 0.3% | -4 | 4% | 4% | 2% | 6% | -4% | 14% | 17%
O=C(NCc1ccccc1Cl)c1cnccn1 | 25% | -0.3% | 3 | 2% | -4% | -1% | -3% | -5% | 3% | -1%
COn1c(-c2ccccc2)c(C=O)c2ccccc21 | 10% | -0.5% | 9 | nt | -8% | 6% | -9% | 0% | -13% | -56%
Brc1ccc(-c2cnco2)cc1 | 2% | 0.3% | -4 | 2% | -3% | -3% | -1% | -2% | -13% | 0%
COc1ccc(CN2CCCC(N3CCc4ccccc4C3)C2)c(O)c1 (stereo unspecified) | 18% | 0.4% | -6 | -10% | -24% | ? | -1% | -4% | -24% | -10%
COc1cc(CCC(=O)OCC(=O)Nc2ccc(F)c(F)c2)cc(OC)c1OC | 0% | -0.1% | 4 | -2% | 0% | 2% | -13% | -12% | 2% | 29%
CCOc1ccccc1CN1CCNC(=O)C1CC(=O)NCc1cc(C)n(C)n1 (stereo unspecified) | 0% | 0.1% | 7 | 1% | 13% | 22% | -3% | -2% | -38% | -1%
CCOC(=O)C1CCN(S(=O)(=O)c2cc(Cl)c(C)cc2OC)CC1 | 1% | -0.7% | 18 | 0% | 16% | 2% | 7% | 0% | -13% | -17%
Cc1ccc(NC(=O)Cn2nc(C)c3ccccc3c2=O)cc1F | -9% | 0.0% | 10 | nt | -3% | -1% | -2% | -6% | -7% | -32%
COc1ccc(-n2cccc2/C=C2\C(=N)N3N=C(c4ccco4)SC3=NC2=O)cc1 | 4% | -0.1% | -1 | 3% | ? | -5% | -2% | -5% | 6% | 0%
CC(Oc1ccc2c(-c3ccccc3)cc(=O)oc2c1)C(=O)NC(Cc1c[nH]c2ccc(O)cc12)C(=O)O (stereo unspecified) | 8% | -0.3% | 3 | -1% | 7% | 13% | -11% | -6% | 26% | 3%
O=C(CN1C(=O)C(=O)N(C2CCCC2)C1=O)Nc1ccccc1OC(F)F | -1% | -0.5% | nt | -3% | 0% | 2% | nt | -3% | 5% | -1%
Cc1cnc(N)c2c(=O)oc3ccccc3c12 | 8% | -0.7% | -2 | 2% | ? | -4% | -5% | -1% | 0% | 21%
CC1CCN(CCCNC(=O)c2ccc(CS(=O)(=O)Cc3ccccc3F)o2)CC1 | -7% | 0.1% | -8 | 3%[46.1 µM] | 13% | 12% | -6% | -5% | 0% | -2%
O=C(CSc1nnc(CNC(=O)c2cccs2)o1)Nc1cccc(Cl)c1 | 5% | 0.0% | 1 | 5% | 1% | -3% | 13% | -2% | -15% | 3%
CCOc1cccc(CNc2ccc(O)cc2)c1OCc1ccccc1Cl | -35%[inhibitor] | ? | 0 | -9%[46.1 µM] | 18µM* | 7% | 1% | -1% | -22% | -55%
C=CCn1cnc2c(c1=O)c1nc3ccccc3nc1n2/N=C/c1cc(OC)c(OC)c(OC)c1 | 15% | -0.4% | 3 | -5% | 5.8µM* | 3% | 1% | -6% | 33% | -7%
CCOC(=O)c1ccccc1NC(=O)c1ccc(NS(C)(=O)=O)cc1 | -2% | -1.3% | 17 | -3% | -11% | 7% | -6% | -13% | -20% | -12%
COc1ccc(NC(=S)N/N=C/c2cccn2Cc2ccc(F)cc2)cc1 | -3% | -0.2% | -4 | -2% | -8% | -2% | -10% | 0% | ? | 0%
CN=C(NC)SC1CC(=O)N(c2ccccc2)C1=O (stereo unspecified) | 5% | 0.3% | 3 | -3% | 5% | 7% | -16% | 0% | 21% | -4%
COC(=O)c1sccc1N/C=C(\C#N)S(=O)(=O)C(C)(C)C | -1% | -1.0% | 3 | 7% | -11% | -3% | -15% | -2% | -6% | -15%
CN(CC(=O)Nc1ccc(Cl)c(C(F)(F)F)c1)C(=O)C1CSC2(C)CCC(=O)N12 (stereo unspecified) | -10% | -0.6% | 2 | 4% | 5% | -4% | nt | 0% | -11% | -39%
NC(=O)/C(N=Nc1ccccc1)=N/Nc1ccccc1 | -1% | 0.2% | -1 | -2% | 22% | 20% | nt | -1% | 15% | -2%
COc1ccc(NC2=NC3(CCCCC3)N=C(N)N2)cc1 | -1% | 0.5% | 4 | -1% | 0% | -3% | 2% | -2% | -4% | -16%
CN1C(=O)c2ccc(NC(=O)c3ccc(Cl)cc3Cl)cc2C1=O | 3% | 0.0% | 0 | 3% | ? | -1% | 27% | 0% | 19% | -2%
CC(C)(C)OC(=O)NCc1ccc(NC(=O)c2nc[nH]c2C(=O)NCCCNC(=O)c2[nH]cnc2C(=O)Nc2ccc(CNC(=O)OC(C)(C)C)cc2)cc1 | 0% | -0.9% | nt | 4% | 1.8µM* | -6% | nt | -4% | 18% | 4%
CCOc1c2ccc(C(=O)NCCCCc3ccccc3)cc2nn1CC | -4% | 0.3% | 0 | -2% | ? | 1% | -5% | -3% | 24% | 0%
c1ccc(-n2ncc3c(N4CCC5(CC4)OCCO5)ncnc32)cc1 | 14% | 0.0% | 0 | -2% | ? | 3% | 1% | -5% | 12% | ?
CC1(CC(=O)N/N=C/c2ccc(-c3ccc(Cl)cc3)o2)OCCO1 | -13% | 0.1% | -2 | 0%[46.1 µM] | ? | 9% | 8% | 0% | 5% | 40%
CCCCc1nn2c(N)c(/C=C3\C=Nc4ccccc43)c(=O)nc2s1 | -9% | -1.3% | -11 | -1%[46.1 µM] | 1% | 1% | -8% | 2% | 10% | -11%
O=C(Nc1nc(-c2ccc(Cl)cc2Cl)cs1)C1CCCO1 (stereo unspecified) | 9% | -0.5% | 28 | 11%[46.1 µM] | ? | 6% | -11% | -2% | -22% | 1%
C/C(=N/NC(N)=S)c1ccccc1[N+](=O)[O-] | -7% | -0.5% | -2 | -14% | -10% | 7% | -6% | -5% | -23% | -5%
